High-throughput results: PubChem BioAssay, Sanford-Burnham Center for Chemical Genomics
NR3A LBD binder = modulators (binders) of human NR3A ligand-binding domain; NR3A LBD differential scanning fluorimetry, Tm shift; 0% = protein alone, 100% = glycine-bound protein; Tm shift relative to glycine control, % at 25 µM; hit rate 2.5% among 340,000;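 active = melting temperature shift of at least 10% of the positive control shift, at one fixed dose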
APJ agonist = APJ receptor agonism | AID 2520 | CHO-K1 APJ PathHunter beta-arrestin, luminescence; 0% DMSO wells, 100% apelin | hit rate 0.11% among 330,000 | P35414 | activation, % at 20 µM;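 active = activation more than six SD over the plate average, tested at 20 µM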;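 note: 0% = DMSO alone and 100% = apelin-13 at 10 nM; some results filed as inactive read as strong as hits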
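Assay system: CHO-K1 APJ beta-arrestin complementation cell line / Compound: single test compound dose, 20 µM final, 1% DMSO / Times: overnight seeding, 90 min compound at 25 °C, 1 h detection / Technique: beta-gal luminescence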
NLRP3 yeast inh = inhibitors of NALP3 inflammasome in yeast. Yeast reconstituted NLRP3/ASC/caspase-1, beta-gal luminescence, 24 h. inhibition, % at 10 µM. hit rate 0.39% among 330,000;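 active = inhibition of 50% or more; inactive = inhibition below 50%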;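 note: plate controls were induced DMSO wells for no effect and uninduced yeast grown without galactose for full effect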
Mdm2-MdmX inh = inhibitors of human Mdm2/MdmX interaction | AID 485346 | hit rate 3% among 330,000 | SaOS-2 split-luciferase Mdm2/MdmX complementation, luminescence | O15151+Q00987 | inhibition, % at 8 µM;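 active = inhibition of at least 50% at 8 µM in the primary screen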
Target sequence (O15151 whole entry, looked up): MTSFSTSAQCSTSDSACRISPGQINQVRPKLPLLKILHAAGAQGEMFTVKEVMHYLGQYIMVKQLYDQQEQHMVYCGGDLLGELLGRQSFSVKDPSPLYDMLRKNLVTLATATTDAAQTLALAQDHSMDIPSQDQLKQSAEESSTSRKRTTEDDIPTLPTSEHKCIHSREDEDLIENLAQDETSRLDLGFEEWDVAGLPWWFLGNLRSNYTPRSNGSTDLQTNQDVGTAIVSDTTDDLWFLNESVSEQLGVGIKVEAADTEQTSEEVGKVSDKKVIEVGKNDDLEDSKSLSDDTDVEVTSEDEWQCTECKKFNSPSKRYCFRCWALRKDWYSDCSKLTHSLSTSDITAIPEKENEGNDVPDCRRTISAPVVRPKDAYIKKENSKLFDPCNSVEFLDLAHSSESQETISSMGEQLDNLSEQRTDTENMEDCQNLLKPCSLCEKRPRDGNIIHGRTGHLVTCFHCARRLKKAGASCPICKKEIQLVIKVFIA
Target sequence (Q00987 whole entry, looked up): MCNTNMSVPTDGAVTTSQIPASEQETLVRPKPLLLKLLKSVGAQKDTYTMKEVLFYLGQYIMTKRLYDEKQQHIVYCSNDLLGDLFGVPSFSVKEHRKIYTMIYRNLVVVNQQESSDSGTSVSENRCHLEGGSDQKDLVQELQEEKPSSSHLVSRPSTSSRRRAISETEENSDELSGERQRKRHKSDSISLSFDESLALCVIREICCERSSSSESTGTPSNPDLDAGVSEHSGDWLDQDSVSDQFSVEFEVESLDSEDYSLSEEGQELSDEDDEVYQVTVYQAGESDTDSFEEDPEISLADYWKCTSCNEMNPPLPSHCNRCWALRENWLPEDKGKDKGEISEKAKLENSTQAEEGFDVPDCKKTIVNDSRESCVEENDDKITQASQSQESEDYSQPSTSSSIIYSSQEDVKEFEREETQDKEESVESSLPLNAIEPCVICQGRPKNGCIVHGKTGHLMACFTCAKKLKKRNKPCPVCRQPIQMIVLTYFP
TIM10 inh = TIM10 yeast growth inhibition; S. cerevisiae TIM10 strain growth, BacTiter-Glo luminescence, 24 h; inhibition, % at 10 µM; hit rate 1.4% among 330,000; AID 463195;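 active = inhibition of 40% or more at the single tested concentration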;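 note: wild-type TIM10 isogenic control strain grown at permissive 25 °C; 0% = DMSO yeast wells and 100% = minimal medium wells without yeast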
UPR XBP1 act = adaptive UPR (XBP1) activation; CHO-XBP1 luciferase reporter, IRE1-XBP1 UPR activation, luminescence; percent of tunicamycin response, DMSO as zero; activation, % at 20 µM; hit rate 0.33% among 330,000; AID 463104;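 active = versus positive control, 20 µM dose yields 30% or more activation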;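 note: 100% = tunicamycin at 10 µg/mL and 0% = DMSO only wells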
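Material: CHO-XBP1 cells stably carrying IRE1-XBP1-driven luciferase reporter | Medium: F12 with 10% serum | Compound dosing: 20 µM single concentration, DMSO 1% | Incubation: Overnight seeding at 37 °C, 6 h compound treatment at 37 °C | Detection: Steady-Glo luminescence read | Read-out basis: % activation of reporter signal versus tunicamycin and DMSO controls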
tim23-1 inh = growth inhibitors of tim23-1 mutant yeast | S. cerevisiae tim23-1 growth, BacTiter-Glo luminescence, 24 h | inhibition, % at 20 µM | hit rate 1.3% among 330,000;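 active = growth inhibition of the mutant yeast at or above 50%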;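 note: temperature-sensitive mutant grown at 25 °C; plate controls were DMSO-treated mutant yeast for no effect and medium wells lacking yeast for full effect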
tim10-1 inh = inhibits growth of tim10-1 mutant yeast; inhibition, % at 20 µM; S. cerevisiae tim10-1 ts strain growth, BacTiter-Glo, 24 h; hit rate 2.2% among 330,000;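 active = inhibition of at least 40%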;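 note: mutant grown at 25 °C; 0% = DMSO wells with yeast and 100% = wells holding no yeast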
UPR CHOP act = apoptotic UPR (CHOP) activation | CHO-CHOP luciferase reporter, luminescence; percent of tunicamycin response over DMSO baseline | activation, % at 10 µM | hit rate 0.34% among 330,000 | AID 449763;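 active = at 10 µM dose, activation of 40% or more, normalized to positive control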;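 note: 100% = tunicamycin at 10 µg/mL and 0% = DMSO alone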
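measured by = luciferase luminescence | assay system = CHO-CHOP cells, stable luciferase reporter of PERK-eIF2a-CHOP signalling | amount = 500 reporter cells seeded per well | timing = 6 h compound exposure at 37 °C after overnight seeding | controls = positive tunicamycin 10 µg/mL, negative DMSO alone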
Numbers without * were called inactive. Not a hit list; overall some 8.2% were active at least once.

| compound | NR3A LBD binder | APJ agonist | NLRP3 yeast inh | Mdm2-MdmX inh | TIM10 inh | UPR XBP1 act | tim23-1 inh | tim10-1 inh | UPR CHOP act |
| --- | --- | --- | --- | --- | --- | --- | --- | --- | --- |
| Cc1[nH]c2ccccc2c1C(=O)C(=O)N1CC(C)OC(C)C1 (stereo unspecified) | -1 | 3 | 17 | 11 | 6 | -2 | 17 | 9 | 1.0 |
| CC(=O)c1c(C)[nH]c(C(=O)CSc2nnc(-c3ccco3)o2)c1C | -1 | 0 | 20 | 4 | 10 | -3 | 8 | 5 | -1.7 |
| COc1cccc(S(=O)(=O)NCc2ccc(C(=O)NCc3ccccn3)cc2)c1 | -2 | -3 | 6 | 15 | 0 | -4 | 2 | -17 | -1.1 |
| CCOCCSc1nc2c(c(-c3cccs3)c1C#N)CC/C2=C/c1cccs1 | -7 | -3 | 7 | -27 | 4 | 1 | 25 | 12 | 0.9 |
| Cc1ccc(C)c(N)c1 | 0 | -3 | 19 | 24 | 2 | -1 | -4 | -6 | -1.1 |
| COc1ccc(/C=C/C(=O)NCc2ccc3c(c2)OCO3)cc1OC | 1 | 5 | 2 | -6 | 8 | -2 | 16 | 5 | 0.0 |
| CC(=O)c1c(O)c2ccccc2n(C2CCCCC2)c1=O | 0 | 1 | -4 | 19 | -9 | 5 | 42 | 17 | -0.8 |
| COc1ccc(OC)c(NC(=O)c2cc(S(=O)(=O)N3CCCCC3)c[nH]2)c1 | 0 | -1 | 15 | 9 | -2 | 1 | -8 | -8 | -2.1 |
| O=C(CN1CCN(Cc2ccc(F)cc2Cl)C1=O)NCCc1ccccc1 | -1 | -1 | 11 | 8 | -4 | 3 | 14 | 22 | -0.3 |
| Nc1cc(=O)[nH]c2nnc(SCC(=O)Nc3cccc4ccccc34)n12 | -1 | 1 | 24 | 34 | -13 | -3 | 7 | 6 | -2.0 |
| O=S(=O)(NN=C1CCCCCC1)c1ccccc1 | -1 | 4 | 22 | -2 | 10 | -5 | -7 | 3 | 1.3 |
| CC(C)c1cc(C(=O)N2CCCC(N3CCN(c4ccc(F)cc4)CC3)C2)n(C)n1 (stereo unspecified) | 0 | 1 | 9 | -9 | 16 | 2 | 15 | 13 | 1.7 |
| Cc1cc(C(=O)CCC(=O)NCC2COc3ccccc3O2)c(C)s1 (stereo unspecified) | 2 | 6 | 18 | 5 | 8 | -1 | 13 | 11 | 1.6 |
| COc1ccc(SC[C@H](Cc2ccccc2)N2CC[C@@H](C(C)(C)C)CCC2=O)cc1 | 10 | -3 | 18 | 13 | 9 | -1 | 24 | 10 | -0.5 |
| O=C(Nc1ccc(-c2ccc([N+](=O)[O-])cc2)cc1)c1ccccc1F | -4 | -2 | -1 | 9 | 1 | 0 | -3 | -23 | 2.2 |
| COc1ccc2c(CC(=O)Nc3ccccc3N3CCOCC3)coc2c1 | 1 | -2 | 6 | -11 | -21 | 0 | 22 | 4 | 0.9 |
| Cc1ccc2nc3n(c(=O)c2c1)CCC3 | 0 | 3 | 6 | 1 | 13 | 2 | 13 | 5 | 3.7 |
| O=C(CSc1nnc(C2CC2)n1Cc1ccccc1)N1CCNC1=O | 0 | -7 | 2 | 20 | -3 | -3 | 10 | 0 | -1.0 |
| COc1cc2nc(SCc3ccc(Cl)cc3Cl)n(Cc3cccs3)c(=N)c2cc1OC | 22* | -3 | 10 | 2 | 28 | -1 | 16 | 23 | -2.0 |
| CC1(NC(=O)Cc2c(F)cccc2Cl)CCS(=O)(=O)C1 (stereo unspecified) | 2 | -2 | 7 | -15 | -1 | -2 | -3 | -9 | 0.8 |
| CN(Cc1cccs1)C(=O)CNC(=O)c1ccco1 | -19 | -3 | 7 | 5 | -11 | -3 | 1 | 14 | 3.5 |
| O=C(c1cc(COc2ccc(F)cc2F)on1)N1CC2C[C@@H]3CC1C[C@H](C2)C3 | 0 | -3 | 13 | -46 | 2 | -2 | 37 | 32 | 5.3 |
| CC(C)C(C(=O)NCc1ccco1)N(C(=O)CNS(=O)(=O)c1ccccc1)c1ccccc1 (stereo unspecified) | -1 | 2 | 9 | -16 | -1 | -2 | 12 | 15 | -0.3 |
| CC(C)(C)c1nc(SCC(=O)Nc2ccc3c(c2)OCCO3)c2ccccc2n1 | -27 | -1 | 28 | 42 | 11 | -2 | 15 | 17 | 3.1 |
| Cc1ccc(C(=O)/C=C/Nc2cccc(O)c2)cc1 | 10* | -2 | 18 | -125 | 21 | -9 | 49 | 17 | -4.7 |
| CC(C)(C)CC(=O)Nc1nnc(SCC(=O)NCc2cccs2)s1 | -2 | -4 | 3 | 23 | 15 | -2 | 10 | 15 | 3.2 |
| CCCCn1c(N)c(N(CCOC)C(=O)c2ccc3c(c2)OCCO3)c(=O)[nH]c1=O | 1 | -5 | 4 | 10 | 8 | -1 | 16 | 14 | 1.8 |
| COc1ccccc1N1CCN(C(=O)c2ccccc2Oc2ccccc2)CC1 | 0 | 0 | -2 | -27 | 25 | -7 | 29 | 12 | 0.7 |
| CCN1CCCC1CNCc1ccccc1OCc1ccc(F)cc1 (stereo unspecified) | -1 | -4 | 10 | 14 | 4 | -2 | -24 | 2 | 1.3 |
| O=C(Nc1c(C(=O)N2CCOCC2)cnn1-c1ccccc1)c1cccc(F)c1 | 0 | 0 | 7 | 13 | -3 | -3 | -10 | 8 | -1.1 |

Ordered by the number under NLRP3 yeast inh (smallest number first): three of the compounds above
mol,NR3A LBD binder,NLRP3 yeast inh,Mdm2-MdmX inh,tim10-1 inh
COc1cccc(S(=O)(=O)NCc2ccc(C(=O)NCc3ccccn3)cc2)c1,-2,6,15,-17
O=C(c1cc(COc2ccc(F)cc2F)on1)N1CC2C[C@@H]3CC1C[C@H](C2)C3,0,13,-46,32
Cc1cc(C(=O)CCC(=O)NCC2COc3ccccc3O2)c(C)s1 (stereo unspecified),2,18,5,11

Following part.
| compound | NR3A LBD binder | APJ agonist | NLRP3 yeast inh | Mdm2-MdmX inh | TIM10 inh | UPR XBP1 act | tim23-1 inh | tim10-1 inh | UPR CHOP act |
| --- | --- | --- | --- | --- | --- | --- | --- | --- | --- |
| Cc1ccc(NC(=S)N(CCCN2CCCC2)Cc2cccn2Cc2ccc(Cl)cc2)cc1 | -1 | -2 | 22 | 36 | -163 | 1 | -188 | -86 | 4.5 |
| N#Cc1c(NC(=S)NC(=O)Cc2cccs2)sc2c1CCCCC2 | 20* | -5 | 4 | 7 | 19 | 0 | 33 | 47* | 6.5 |
| Nc1nc(-c2cccc(NS(=O)(=O)c3ccccc3)c2)cs1 | -6 | -4 | -4 | 15 | -13 | -4 | -8 | 0 | -0.7 |
| N/C(=N/O)c1nc(N2CCCCC2)nc(N2CCCCC2)n1 | 1 | -1 | -3 | 6 | -1 | 3 | 13 | 31 | -1.3 |
| CC(=O)c1ccc(NC(=O)C2=CC(c3ccc4c(c3)OCO4)=NS(=O)(=O)N2C)cc1 | -6 | -2 | 6 | -5 | 4 | -4 | 8 | 3 | -1.5 |
| C(#CCN1CCOCC1)COCCOC(c1ccccc1)c1ccccc1 | 0 | -4 | -2 | 4 | 26 | 0 | -2 | 20 | -0.7 |
| CCC(c1nnc(SCC(=O)Nc2nnc(-c3ccccc3)o2)o1)N(C)C (stereo unspecified) | -1 | -1 | 16 | 10 | -7 | 2 | 5 | -3 | -0.2 |
| CCNC(=O)C1CC(=O)N(Cc2ccc(F)cc2)C(=Nc2ccc(OC)cc2)S1 (stereo unspecified) | -1 | -1 | 5 | 27 | 5 | -2 | -1 | 4 | -0.7 |
| Cc1ccc(C2N(c3ccc(Cl)cc3)C(=O)N3CCCN23)cc1 (stereo unspecified) | -1 | 4 | 16 | -5 | -2 | -3 | 22 | 19 | -0.4 |
| CCN(C(=O)COC(=O)/C=C/c1ccc(OC(F)F)c(OC)c1)C1CCS(=O)(=O)C1 (stereo unspecified) | 0 | -4 | 11 | -22 | 3 | 1 | 2 | -3 | -0.4 |
| O=C(c1ccco1)N1CCN(C(=O)c2cnn(-c3ccc(Cl)cc3)c2C2CCNCC2)CC1 | 0 | -4 | 12 | 7 | 1 | -3 | 11 | 22 | 3.4 |
| CCOC(=O)C1=C(C)N=C2c3ccccc3C(=O)C2C1c1ccc(Cl)cc1 (stereo unspecified) | -10 | -8 | 4 | 51* | 9 | 25 | 18 | 13 | 1.3 |
| Cc1ccc(C(=O)Nc2cccc(C(=O)NCc3ccccc3)c2)o1 | -1 | -4 | 13 | 2 | 27 | 0 | 13 | 1 | -0.9 |
| CCOc1ccccc1N1CCN(Cc2cccc(OC)c2OC)CC1 | 0 | -1 | 3 | -26 | 2 | 1 | 11 | 8 | -2.5 |
| Cc1ccc2nc(Nc3nc(CSc4nnc(C)s4)cc(=O)[nH]3)nc(C)c2c1 | -3 | -1 | -7 | 34 | 2 | 3 | 20 | 7 | 0.8 |
| CC(C)C(CO)N1CCN(Cc2ccccc2)CCC1=O (stereo unspecified) | 2 | 7 | 2 | -8 | 5 | 0 | 6 | -6 | -1.6 |
| CN(C)S(=O)(=O)c1ccc(C(=O)N(c2ccccn2)c2ccccn2)cc1 | -2 | 0 | 12 | 1 | 1 | 1 | -3 | 0 | 1.2 |
| Cc1ccccc1NC(=O)COc1ccc(Br)cc1CNCCCO | 0 | -1 | -19 | 5 | 0 | -2 | -7 | -14 | 0.0 |
| Cc1nc2ncnn2c(C)c1CCC(=O)Oc1ccccc1 | 0 | -5 | -1 | 9 | -3 | 0 | 18 | 10 | -0.9 |
| CN1C(=O)NC(c2ccc(O)cc2)C2=C1CN(c1ccccc1)C2=O (stereo unspecified) | 1 | -1 | -6 | 14 | -7 | -3 | 2 | -2 | 1.7 |
| Cc1ccc([C@@H]2CC=C(C(=O)O)[C@H](c3ccccc3F)N2S(=O)(=O)c2ccc(C)cc2)cc1 | 1 | -4 | 25 | 17 | -19 | -1 | -12 | 15 | -1.3 |
| COc1ccc(CN2CCC(C(=O)N3CCN(c4ccccc4F)CC3)CC2)cc1OC | -1 | 3 | 16 | 7 | -1 | 0 | 6 | 1 | 1.5 |
| Cn1c(SC2CCCCC2=O)nnc1-c1ccncc1 (stereo unspecified) | -2 | -4 | 7 | -18 | -5 | -2 | 7 | -11 | 0.9 |
| C#CCN(C(=O)c1ccc(OC)c(OC2CCN(C(C)C)CC2)c1)C1CCCCC1 | 4 | 1 | 5 | 11 | 9 | -6 | 8 | 0 | 7.0 |
| CCNC(=S)N(CCc1c(C)[nH]c2ccc(OC)cc12)Cc1cccnc1 | -4 | 1 | -5 | -27 | 3 | -1 | 18 | 27 | -0.9 |
| On1nnc2ccccc21 | 2 | -4 | 2 | -2 | -26 | -1 | -1 | -9 | -0.6 |
| COc1cc(OC)cc(-c2nnc(SCC(=O)NCc3cccs3)o2)c1 | 2 | -1 | 10 | 30 | -22 | -3 | -28 | 0 | 0.9 |
| COc1ccccc1OC(C)C(=O)N1CCN(Cc2ccc3c(c2)OCO3)CC1 (stereo unspecified) | 0 | -4 | 15 | 9 | 5 | -5 | 9 | 10 | 5.0 |
